PAFAH1B3 FP inh: inhibitors of human PAFAH1B3; recombinant PAFAH1B3, FP-rhodamine probe, fluorescence polarization; Q15102; 340,000 tested, 0.28% active; AID 492972; inhibition, % at 3.39 µM;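 active = inhibition above the screen-wide average of all tested compounds plus 3 SD, cut at about 25% in these data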;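 note: 0% = enzyme with DMSO only and 100% = wells lacking PAFAH1B3 protein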
PREPL inh: human PREPL enzyme inhibition; Q4J6C6; recombinant PREPL, fluorescence polarization activity-based probe; inhibition, % at 5.96 µM; 320,000 tested, 0.68% active; AID 2751; in the data active = inhibition above about 43%;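 note: 0% = enzyme with DMSO and 100% = wells lacking enzyme; many of its hits are not listed in these tables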
PAFAH2 FP inh: PAFAH2 (human) inhibition; Q99487; recombinant PAFAH2, FP-rhodamine activity probe, fluorescence polarization; inhibition, % at 3.39 µM; 340,000 tested, 0.99% active;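 active = inhibition above the mean over all tested compounds plus 3 SD, cut at about 30% in these data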;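 note: inhibitors block probe labeling of enzyme so polarization drops; 0% = enzyme with DMSO and 100% = wells lacking PAFAH2 protein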
EBNA-1 inhibitor: blocks EBNA-1 binding to DNA; inhibition, % at 14.8 µM; EBNA-1 DNA binding, fluorescence polarization; 300,000 tested, 0.34% active; in the data active = inhibition above about 28%
LYPLA2 inh: counter-screen for PME1 inhibitors: inhibitors of human LYPLA2; recombinant LYPLA2, FP-Rh probe fluorescence polarization; 320,000 tested, 0.38% active; AID 2177; O95372; inhibition, % at 5.9 µM;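 active = inhibition above the screen-wide mean plus 3 SD, limit set per campaign, cut at about 26% in these data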;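 note: 0% = LYPLA2 with DMSO and 100% = wells lacking LYPLA2 enzyme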
ZTA counter: ZTA (EBV) inhibition in EBNA-1 counter-screen; 320,000 tested, 0.15% active; ZTA-DNA binding, fluorescence polarization; P03206; AID 2234; inhibition, % at 11 µM; in the data active = inhibition above about 33%
PAFAH1B2 inh: inhibitors of human PAFAH1B2; recombinant PAFAH1B2, FP-rhodamine activity probe, fluorescence polarization; inhibition, % at 3.39 µM; P68402; 340,000 tested, 1.2% active; AID 492953;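 active = inhibition above the mean of all tested compounds plus 3 SD, cut at about 24% in these data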;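 note: 0% = enzyme with DMSO and 100% = wells lacking PAFAH1B2; many of its hits are not listed in these tables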
Target sequence (P68402 whole entry, looked up): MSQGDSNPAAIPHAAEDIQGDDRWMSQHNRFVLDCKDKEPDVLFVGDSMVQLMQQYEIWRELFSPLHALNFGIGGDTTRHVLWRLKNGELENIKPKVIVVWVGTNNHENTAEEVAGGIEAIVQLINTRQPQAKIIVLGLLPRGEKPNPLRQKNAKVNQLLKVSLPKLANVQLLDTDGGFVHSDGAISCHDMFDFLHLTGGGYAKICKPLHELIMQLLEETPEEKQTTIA
pPAFAH inh: inhibitors of human plasma PAF acetylhydrolase (pPAFAH); Q13093; recombinant pPAFAH, FP-rhodamine probe fluorescence polarization; inhibition, % at 3.39 µM; 330,000 tested, 1.5% active;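 active = inhibition above the mean inhibition across the screen plus 3 SD, cut at about 25% in these data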;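 note: inhibitors block binding of the rhodamine activity-based probe so polarization drops; 0% = enzyme with DMSO and 100% = wells lacking pPAFAH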
Target sequence (Q13093 whole entry, looked up): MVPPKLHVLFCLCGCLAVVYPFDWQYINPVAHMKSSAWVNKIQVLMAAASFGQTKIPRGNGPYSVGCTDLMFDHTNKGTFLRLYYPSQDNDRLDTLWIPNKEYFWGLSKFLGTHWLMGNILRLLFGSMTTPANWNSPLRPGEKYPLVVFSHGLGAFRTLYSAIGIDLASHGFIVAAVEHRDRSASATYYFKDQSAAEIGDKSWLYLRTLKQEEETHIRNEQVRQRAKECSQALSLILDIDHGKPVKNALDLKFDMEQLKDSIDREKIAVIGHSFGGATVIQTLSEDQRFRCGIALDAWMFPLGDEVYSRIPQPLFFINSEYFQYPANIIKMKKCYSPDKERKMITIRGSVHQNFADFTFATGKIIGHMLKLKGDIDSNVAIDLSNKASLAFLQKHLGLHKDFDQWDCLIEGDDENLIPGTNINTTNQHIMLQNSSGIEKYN
LYPLA1 inh: LYPLA1 (human) inhibition in PME1 counter-screen | recombinant LYPLA1, FP-Rh probe fluorescence polarization | inhibition, % at 5.9 µM | 320,000 tested, 0.16% active | AID 2174;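 active = inhibition above the mean of all tested compounds plus 3 SD, set per campaign, cut at about 14% in these data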;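 note: inhibitors block serine hydrolase probe labeling of LYPLA1 so polarization falls; 0% = enzyme with DMSO and 100% = wells lacking LYPLA1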
Target sequence (O75608 whole entry, looked up): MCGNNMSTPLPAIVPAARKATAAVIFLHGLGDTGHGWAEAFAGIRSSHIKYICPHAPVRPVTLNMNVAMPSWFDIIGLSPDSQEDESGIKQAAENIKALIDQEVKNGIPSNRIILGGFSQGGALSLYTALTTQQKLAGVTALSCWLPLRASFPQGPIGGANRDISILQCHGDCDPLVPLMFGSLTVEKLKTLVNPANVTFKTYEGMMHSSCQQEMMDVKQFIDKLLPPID
An asterisk follows results filed as active; x = not tested or not shown. These rows are one share of the data (hit frequency here may not be typical).

SMILES	PAFAH1B3 FP inh	PREPL inh	PAFAH2 FP inh	EBNA-1 inhibitor	LYPLA2 inh	ZTA counter	PAFAH1B2 inh	pPAFAH inh	LYPLA1 inh
Cc1ccc(CC(=O)N/N=C/c2ccc(OC(=O)c3ccc([N+](=O)[O-])cc3)cc2)cc1	1.6	3.6	2.7	-10.0	3.5	-5.0	6.5	1.9	3.4
CC(=O)c1ccc(-c2nnc(CCC(=O)N(C)Cc3cccc4cnccc34)o2)s1	13.2	1.0	0.9	3.6	0.4	5.2	4.1	-1.1	2.1
O=C(COC(=O)c1ccc(F)c(S(=O)(=O)N2CCOCC2)c1)NCc1ccc(F)cc1	11.3	-3.8	32.6*	x	x	x	1.6	0.5	x
O=C(NCc1ccccn1)c1ccccc1OCc1ccc(Cl)cc1Cl	13.3	17.9	4.8	x	-0.3	7.7	4.2	7.2	-4.7
CCOC(=O)CN(C(=O)CCC(=O)Nc1cc(C)on1)C(C(=O)NC1CCCC1)c1cccnc1 (stereo unspecified)	5.8	3.5	-11.2	-9.5	0.0	13.7	1.4	0.8	-0.2
Cc1ccc(-n2nnnc2SCC#N)cc1	1.0	2.7	-3.8	-1.3	1.3	-1.0	1.1	7.6	1.1
O=C(CS(=O)c1cccc(Cl)c1)Nc1ccccc1Cl (stereo unspecified)	5.1	0.0	-0.8	-3.8	-1.0	2.6	0.0	3.3	1.3
CN(C)c1ccc(C(=O)Nc2ccc(CN3CCS(=O)(=O)CC3)cc2)cc1	10.7	14.2	-1.7	-11.7	2.8	0.4	8.1	0.2	2.0
CCn1c(CCCNC(=O)c2ccco2)nc2ccccc21	11.0	-1.8	5.6	-0.6	-3.1	-17.9	4.6	-4.6	-1.6
Nc1nc(SCC(=O)c2ccc([N+](=O)[O-])cc2)n[nH]1	-1.7	10.5	1.6	-2.0	1.5	-4.6	2.2	4.2	0.7
O=S(=O)(/N=C(/Nc1ccc(F)cc1F)c1ccccc1)c1ccc(Br)cc1	x	0.4	x	5.5	2.0	12.8	x	4.0	5.0
O=C(N/N=C/c1ccccn1)c1cc([N+](=O)[O-])cc([N+](=O)[O-])c1	6.8	6.0	1.2	3.5	-4.0	-8.3	3.3	-0.5	-2.0
Cc1ccccc1Nc1nc(-c2sc(NC(=O)c3ccco3)nc2C)cs1	15.5	15.3	9.8	7.5	-8.9	-4.6	3.7	19.0	-5.7
CCn1nnnc1SCC(=O)N1c2ccccc2Sc2ccccc21	4.6	-5.0	0.9	-3.7	4.9	-0.7	4.1	8.7	3.0
Cc1ccc(CNC(=O)c2ccc3c(c2)NC(=O)C(N2CCOCC2)S3)cc1 (stereo unspecified)	0.5	-5.9	-14.1	-4.8	5.3	1.7	1.3	4.6	-1.0
CC(C)Nc1nc(NC(C)C)nc(N(C#N)CCOc2ccc(Cl)cc2Cl)n1	2.1	-2.3	5.0	-18.0	-15.7	-1.8	0.8	5.0	-5.3
COc1ccccc1-c1csc(NC(=O)c2cc(-c3cccs3)nc3ccccc23)n1	-15.5	-15.1	-22.4	11.3	-20.1	-1.6	-9.7	-7.6	-7.5
CN(CCOc1ccccc1)S(=O)(=O)c1ccc2oc3ccccc3c2c1	-3.1	-86.2	-0.2	2.7	7.4	-1.7	-1.2	0.2	-2.5
Cc1[nH]c2ccc(C(=O)N3CCN(c4ccc(F)cc4)CC3)cc2c1C	1.7	21.3	-6.4	-12.1	3.3	-7.9	1.9	7.5	1.8
CC(=NCCCNC1CCCCC1)C1=C(O)CC(C)(C)CC1=O	10.1	-0.3	-4.2	-10.3	7.8	7.7	3.0	1.4	2.8
CCN1C(=O)c2cccc3c(S(=O)(=O)NC(Cc4ccccc4)C(=O)O)ccc1c23 (stereo unspecified)	5.4	3.6	0.0	-6.5	-9.1	3.4	3.4	-5.5	-4.4
CCc1ccccc1N(C(=O)c1cccs1)C1C=CS(=O)(=O)C1 (stereo unspecified)	6.7	-21.4	10.6	-8.7	-2.0	10.2	-1.2	5.5	-2.3
Cc1noc(C)c1COc1cccc(C(=O)NCc2cccc(Cl)c2)c1	-0.8	-6.0	2.6	6.1	0.5	2.5	2.3	4.2	-4.6
COc1ccccc1C(=O)NC(=O)CSc1nc2nc(C)cc(C)n2n1	2.5	2.8	-3.7	x	0.8	11.9	2.5	0.7	-2.0
O=c1c2ccccc2nc2ccccn12	3.0	10.1	5.9	8.8	7.7	-1.4	1.1	-2.0	3.8
O=C(O)CSc1ncn[nH]1	-0.1	6.2	2.3	-2.4	1.5	0.7	-4.0	7.1	-1.0
CCOc1ccc(/C(CCC(=O)O)=N/NC(=S)NC(C)C)cc1	0.1	-7.2	-0.7	1.8	-2.3	6.9	-1.1	5.7	-2.2
Cc1cccc(C(=O)OCC(=O)Nc2sc3c(c2C#N)CCC3)c1	-1.9	12.2	3.1	3.2	0.1	-5.6	3.1	-1.5	1.4
CCOc1ccc(CCNC(=O)Cn2nc(C)c3c(C)n(-c4ccccc4)nc3c2=O)cc1	2.2	7.6	4.6	9.9	-6.3	-2.4	-3.7	7.4	1.6
N#C/C(=C/c1ccccc1)C(=O)NCc1ccccc1	4.6	-5.8	4.6	0.8	1.7	11.4	8.7	2.1	0.5
COCCCNCCOc1ccc(C(C)(C)c2ccccc2)cc1	5.7	-35.8	-3.6	-3.7	1.9	16.8	12.3	4.6	-3.6
O=C(O)CN1C(=O)C(=O)N(Cc2ccccc2F)C1=O	8.9	-1.5	-5.8	-3.4	-5.4	2.0	0.6	2.9	-4.3
COc1ccc(-c2cc(=O)n(CCC#N)[nH]2)cc1	-0.8	1.6	-4.8	-4.1	0.1	10.2	1.1	-0.5	2.1
COc1ccc(NC(=O)C2CCN(S(=O)(=O)c3cccc4nonc34)CC2)c(OC)c1	-5.7	0.2	0.9	3.6	-4.7	-5.6	-0.8	6.4	7.4
COc1ccc(N(C)C(=O)CCS(=O)(=O)c2cccc3nsnc23)cc1	-4.3	4.2	-11.3	7.2	-5.1	-0.7	3.1	5.4	-0.1
CN(C(=O)CN1C(=O)NC2(CCCc3ccccc32)C1=O)C1CCCCC1 (stereo unspecified)	7.6	5.0	3.4	x	x	x	10.6	3.6	x
COCCn1c(SCCOc2ccccc2)nc2ccccc2c1=O	8.3	-12.7	5.5	-3.4	3.4	8.6	3.6	-1.6	5.8
CC(C)c1ccc(NC(=O)CN2C(=O)c3ccccc3S2(=O)=O)cc1	6.7	5.3	-3.9	-18.8	-9.4	18.1	7.0	-10.0	-4.3
CCOC(=O)c1c(NC(=O)CSc2nnc(-c3cccc(C)c3)n2CC)sc(C(C)=O)c1C	-0.8	-11.5	12.1	-9.7	-9.9	1.0	-1.0	0.4	-4.2
CCOc1ccc(N(CC(=O)Nc2ccccc2C(=O)NCc2ccco2)S(C)(=O)=O)cc1	-3.8	4.0	8.2	-8.6	6.5	1.1	6.4	4.3	1.2
CCCCN(CCCC)S(=O)(=O)c1ccc(NC(=O)Cc2cccs2)cc1	-18.8	-7.2	-28.2	-0.5	-49.5	4.5	-7.0	0.6	-23.6
Cc1ccc(NC(=O)c2ccco2)cc1C	4.2	20.9	6.8	-8.6	-2.6	-12.4	4.7	-3.9	-3.7
CCOc1ccc(C(=O)NC(C(=O)NCc2ccccn2)C(C)C)cc1 (stereo unspecified)	-0.2	6.6	4.8	-9.8	-4.6	-3.7	5.6	-3.9	-2.5
CCCC(=O)NC(c1ccc(OC)cc1)c1c(O)ccc2ccccc12 (stereo unspecified)	16.4	-1.7	7.3	0.7	-2.0	0.9	2.6	-8.9	-0.5
Cc1nc(NC(=O)c2ccco2)sc1-c1csc(Nc2ccc(Cl)cc2)n1	10.5	19.7	-4.8	-7.9	-6.6	-23.9	1.7	23.3	-12.7

Some of the entries so far, as a markdown table.
| Molecule | PAFAH1B3 FP inh | PREPL inh | PAFAH2 FP inh | EBNA-1 inhibitor | LYPLA2 inh | ZTA counter | PAFAH1B2 inh | pPAFAH inh | LYPLA1 inh |
| --- | --- | --- | --- | --- | --- | --- | --- | --- | --- |
| CN(C)c1ccc(C(=O)Nc2ccc(CN3CCS(=O)(=O)CC3)cc2)cc1 | 10.7 | 14.2 | -1.7 | -11.7 | 2.8 | 0.4 | 8.1 | 0.2 | 2.0 |
| Cc1ccccc1Nc1nc(-c2sc(NC(=O)c3ccco3)nc2C)cs1 | 15.5 | 15.3 | 9.8 | 7.5 | -8.9 | -4.6 | 3.7 | 19.0 | -5.7 |

Structures above that bear a hit mark in PAFAH2 FP inh.
| SMILES | PAFAH1B3 FP inh | PREPL inh | PAFAH2 FP inh | EBNA-1 inhibitor | PAFAH1B2 inh | pPAFAH inh |
| --- | --- | --- | --- | --- | --- | --- |
| O=C(COC(=O)c1ccc(F)c(S(=O)(=O)N2CCOCC2)c1)NCc1ccc(F)cc1 | 11.3 | -3.8 | 32.6* | x | 1.6 | 0.5 |

(list continues)
SMILES	PAFAH1B3 FP inh	PREPL inh	PAFAH2 FP inh	EBNA-1 inhibitor	LYPLA2 inh	ZTA counter	PAFAH1B2 inh	pPAFAH inh	LYPLA1 inh
COc1ccc(NC(=O)N(Cc2ccc3c(c2)OCO3)C2CC(=O)N(c3ccc(OC)cc3)C2=O)cc1 (stereo unspecified)	1.1	-2.8	5.9	11.4	8.9	8.3	-1.6	7.1	2.9
COc1ccccc1Cn1c(=S)[nH]c2cc(C(=O)NCCCN3CCOCC3)ccc2c1=O	1.8	-33.0	-2.8	-11.6	1.6	-37.0	4.9	1.2	1.1
CCCCSc1nc(C)cc(C)c1S(=O)(=O)c1ccccc1C	13.2	2.1	-2.5	-1.5	-12.2	3.2	0.6	0.8	-5.8
Cc1c(CCO)c(=O)n(C)n1C(=O)c1ccc(Cl)cc1	0.1	-5.6	-3.0	-4.9	-6.8	-2.8	5.7	-3.3	-2.5
O=C(NNc1c2ccccc2nc2ccccc12)C(O)c1ccccc1 (stereo unspecified)	17.6	-2.5	3.5	-17.5	13.0	5.2	4.6	10.3	3.3
Cc1ccccc1NC(=O)CSc1nnc(-c2ccoc2C)n1CCc1ccccc1	4.8	8.1	0.4	-12.3	5.1	-6.1	0.8	-3.2	1.2
Cc1cccc(NCC(=O)N/N=C\c2cccn2C)c1	8.3	14.9	-0.5	-3.8	1.3	-1.4	1.5	-1.6	0.7
COc1ccc(-c2nn(-c3ccccc3)cc2CNC(C)Cn2cncn2)c(F)c1 (stereo unspecified)	-1.2	-5.9	1.9	-13.6	0.9	-7.5	3.2	-5.9	-0.1
COC(=O)c1ccc(NC(=O)CSCc2ccc(C)cc2)cc1	-3.3	-2.9	-7.5	4.8	-4.4	-11.4	-1.9	8.7	-4.3
CCCC(c1nnnn1CS(=O)(=O)c1ccc(C)cc1)N1CCC(C(N)=O)CC1 (stereo unspecified)	1.2	-0.6	1.2	1.7	4.2	5.9	0.9	0.9	0.8
CCOC(=O)CNC(=O)c1cn(C)c(=O)c2cc(OC)c(OC)cc12	4.6	15.0	2.1	-17.0	0.4	-7.5	-1.4	-3.6	1.3
COc1ccc(NC(=S)Nc2ccccn2)cc1	0.2	-1.5	7.8	4.7	4.2	3.5	4.7	-4.2	-1.2
O=C(NCc1nnnn1-c1ccc(F)c(F)c1)c1cc2ccccc2o1	4.4	5.9	-6.0	-8.2	-4.2	3.3	6.1	12.9	-0.1
O=C(NCc1ccco1)c1ccc(Cl)s1	2.3	0.3	9.0	9.4	-1.7	11.2	1.4	-0.5	-1.7
CCOc1nc2cnccc2n(CC(=O)Nc2ccccc2C(=O)OC)c1=O	0.1	-7.2	1.4	-1.1	0.0	-2.8	3.7	2.4	0.1
O=C(Nc1nc(-c2ccncc2)cs1)c1ccc(F)cc1	6.4	7.8	-6.1	-13.0	-1.3	0.9	10.2	-4.8	1.4
O=C(CCCOc1ccc(Cl)cc1)NCCc1ccccc1	9.5	-33.9	1.9	6.1	0.6	12.6	10.3	4.8	1.3
Nc1ccc(C(=O)OCC(=O)NC2CCCc3ccccc32)cc1[N+](=O)[O-] (stereo unspecified)	-0.4	-13.0	56.6*	-1.7	-1.9	0.5	5.2	5.6	-6.4
